Autophagy HCS: autophagy modulation, high-content screen | MEF GFP-LC3 puncta imaging; test concentration mostly 10 µM | calls only at 10 µM (by protocol) | 190,000 tested, 0.98% active | AID 463193;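 active = percentage of spot-positive cells more than 3 SD above its plate mean, without a fluorescence outlier flag or 80% toxicity; inconclusive = no clear call, values can overlap the other calls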;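 also: spot-positive cell cutoff set from DMSO-treated cells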
M1AAP inhibition: P. falciparum M1AAP inhibitors, biochemical, fluorogenic H-Leu-NHMec substrate, 1536-well (AID 1445). recombinant M1AAP, H-Leu-NHMec fluorogenic kinetic assay; higher % means a stronger effect. one-dose inhibition, % at 30 µM; IC50 in µM for titrated hits. 220,000 tested, 0.42% active;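 active = primary inhibition above the hit cutoff, then over 50% inhibition at one or more dose response concentrations, cut at about 23% in these data, passing the limit was not always enough; inconclusive = conflicting primary data, or primary hits not chosen for dose response; inactive = low primary inhibition, or under 50% at every dose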;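 also: plate controls were DMSO full reaction for no effect and no enzyme background for full effect; strong numbers were not always called active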
Ins promoter up: MIN6 insulin promoter up-regulation | MIN6 insulin promoter-GFP reporter, high-content imaging; hits give high values | z-score at 5 µM | 190,000 tested, 0.3% active | AID 1625;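 active = z-score above 3 at 5 µM with at least 500 cells counted in the well; inconclusive = wells under 500 cells, flagged as cytotoxic or low count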
Dynein transport: dynein cargo transport inhibition; 220,000 tested, 0.47% active; 3617.4 mouse cells, GR-EGFP nuclear translocation imaging; test concentration mostly 20 µM; stimulated with dexamethasone, 1 µM; hits give low values; z-score, hits read low;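 active = plate z-score of nuclear minus cytoplasmic receptor signal below a set negative limit, without overly bright fluorescence or cell loss, cut at about -3.5 in these data, passing the limit was not always enough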;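 also: z-score of nuclear minus cytoplasmic ring GR-EGFP intensity difference per well; some compounds called inactive have numbers as strong as hits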
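Buffer or medium: tet-free, stripped-serum medium; reagent: dexamethasone at 1.0 µM final, 30 min; incubation: 48 h induction, 1 h compound, 30 min dex at 37 °C; measured by: formaldehyde fixation, Hoechst nuclear stain, 10x automated fluorescence imaging; read-out: nuclear-to-cytoplasmic GR-EGFP distribution per well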
K1F lysis inhibition: protection from phage-mediated lysis, alamar blue read-out – E. coli UTI89, K1F phage, bacterial capsule biogenesis inhibitors (AID 488966). E. coli UTI89 K1F phage lysis, alamar blue, 2 h; higher % means a stronger effect. 340,000 tested, 0.02% active. inhibition, % at 100 µM, or IC50 in µM where a hit was titrated;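 active = phage lysis inhibition, versus mean bacterial control, above a set limit; inconclusive = no clear call, values can overlap the other calls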;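 also: capsule biogenesis inhibitors block K1F phage lysis so surviving cells raise fluorescence; higher fluorescence means more inhibition of phage lysis; actives were called in the ten point dose series up to 300 µM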
b-catenin transl: alters nuclear translocation of beta-catenin in HeLa cells; immunofluorescence imaging; AID 1665; 190,000 tested, 0.3% active; nuclear translocation activity, % at 5 µM;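 active = nuclear translocation activity above 50% at 5 µM, with a well cell count of 50 or more; inconclusive = wells under 50 cells across six images, flagged as toxic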;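 also: per-cell ratio of nuclear to cytoplasmic median beta-catenin stain intensity; plate controls were DMSO negative control for no effect and GSK-3 inhibitor IX positive control for full effect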
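Test system: human HeLa cells, native beta-catenin. Compound dosing: 5 µM primary single dose, 0.1% DMSO, 0.02–20 µM confirmation series. Incubation: compound exposure 24 h at 37°C. Detection: beta-catenin immunostaining with DAPI counterstain, 20x imaging, 6 fields/well. Read-out basis: Nuclear/cytoplasmic beta-catenin signal ratio, % activation.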
P. falciparum M17LAP: P. falciparum M17LAP inhibitors, primary screen, biochemical, fluorogenic H-Leu-NHMec substrate, 1536-well (AID 1619); recombinant M17LAP, H-Leu-NHMec fluorogenic kinetic assay; higher % means a stronger effect; inhibition, % at 30 µM, or IC50 in µM where a hit was titrated; 220,000 tested, 0.38% active;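 active = compound inhibiting the enzyme by more than half at any dose during confirmatory dose-response retesting; inconclusive = strong single-dose inhibitors picked by rank but not retested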;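 also: plate controls were full reaction with DMSO carrier for no effect and no enzyme background for full effect; strong numbers were not always called active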
ER stress rescue: protection against thapsigargin-triggered cell killing – 384-well, CSM14.1, ATP luminescence, primary screen (AID 1222); CSM14.1 thapsigargin-induced death rescue, ATP luminescence; higher % means a stronger effect; cellular ATP content (survival), % at 20 µM; hits with a dose series show EC50 in µM; 190,000 tested, under 10 active;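 active = EC50 below 50 µM in the dose-response confirmation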;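 also: death triggered by thapsigargin at about 15 µM added after 2 h compound pretreatment; cell ATP read after overnight thapsigargin exposure of roughly 18 to 22 hours; normalized against plate controls of thapsigargin alone and 5% DMSO vehicle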
MT stabilize HCS: microtubule stabilizers in HeLa cells. HeLa tubulin immunostaining HCS, 24 h; share of cells brighter than vehicle mean+2SD. % tubulin-high responders, % at 10 µM. 200,000 tested, 0.83% active;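 active = plate Z-score above 3 for both tubulin-high and condensed-nucleus cell shares, with cell loss under 80%, at 10 µM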;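 also: anti alpha tubulin signal scored within the nucleus-defined area of each cell; some results filed as inactive read as strong as hits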
Dynein transport cytoplasmic EGFP: recorded beside Dynein transport, whose call it bears; z-score; measured here: cytoplasmic GR-EGFP intensity; hits give high values
Dynein transport nuclear GR-EGFP: recorded beside Dynein transport, whose call it bears; z-score; measured here: nuclear GR-EGFP intensity;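 lower value marks the stronger effect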
Dynein transport cell count: further read-out of Dynein transport, marked with its call; z-score; measured here: cell count per field
Ins promoter up cell count: also measured in Ins promoter up; calls as there; cell count; measured here: cytotoxicity, nuclei count;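 total cells summed across four imaged fields per well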
b-catenin transl cell count 5 µM: further read-out of b-catenin transl, marked with its call; cell count; measured here: cell count, cytotoxicity flag
MT stabilize HCS Hoechst-high %: second read-out of MT stabilize HCS, no call of its own (marks repeat the call); % Hoechst-high responders; measured here: nuclear condensation Hoechst responders;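 share of cells brighter than vehicle mean plus two SD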
MT stabilize HCS cytotoxicity %: second read-out of MT stabilize HCS, no call of its own (marks repeat the call); toxicity, %; measured here: cytotoxicity by cell density;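 0% = mean cell density of plate MIN control wells and 100% = no cells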
Autophagy HCS cell loss 18 h: also measured in Autophagy HCS; calls as there; toxicity, %; measured here: cell loss, nuclei count;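 cell loss after 18 h compound exposure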
An asterisk follows results filed as active; [ ] = another dose, or the depositor's remark.

Results for CCOC(=O)C1CCN(S(=O)(=O)Cc2ccccc2)C1=O (stereo unspecified) ?
Autophagy HCS: inactive; M1AAP inhibition: 0%; Ins promoter up: -0.02; Dynein transport: -0.1; K1F lysis inhibition: 0.5%; b-catenin transl: -1.6; P. falciparum M17LAP: 1%; ER stress rescue: 1.2%; MT stabilize HCS: 1.4; Dynein transport cytoplasmic EGFP: 0.13; Dynein transport nuclear GR-EGFP: 0.19; Dynein transport cell count: -0.22; Ins promoter up cell count: 1093; b-catenin transl cell count 5 µM: 1157; MT stabilize HCS Hoechst-high %: 2.2; MT stabilize HCS cytotoxicity %: 11; Autophagy HCS cell loss 18 h: 3

Results for CCOCCCNC(=O)c1cc(C)nn1-c1ccccc1 ?
Autophagy HCS: inactive; M1AAP inhibition: 4%; Ins promoter up: -0.94; Dynein transport: -0.78; K1F lysis inhibition: -0.3%; b-catenin transl: -0.1; P. falciparum M17LAP: -10%; MT stabilize HCS: 3.6; Dynein transport cytoplasmic EGFP: -0.24; Dynein transport nuclear GR-EGFP: -0.091; Dynein transport cell count: 0.86; Ins promoter up cell count: 2019; b-catenin transl cell count 5 µM: 1069; MT stabilize HCS Hoechst-high %: 2.2; MT stabilize HCS cytotoxicity %: 6.5; Autophagy HCS cell loss 18 h: 2

Results for O=C(c1cccc(S(=O)(=O)N2CCOCC2)c1)N1CCOCC1 ?
Autophagy HCS: inactive; M1AAP inhibition: 1%; Ins promoter up: -0.15; Dynein transport: -0.85; K1F lysis inhibition: 0.7%; b-catenin transl: -4.5; P. falciparum M17LAP: -18%; MT stabilize HCS: 2.1; Dynein transport cytoplasmic EGFP: -0.2; Dynein transport nuclear GR-EGFP: -0.29; Dynein transport cell count: 0.64; Ins promoter up cell count: 1283; b-catenin transl cell count 5 µM: 948; MT stabilize HCS Hoechst-high %: 2.3; MT stabilize HCS cytotoxicity %: 4.0; Autophagy HCS cell loss 18 h: -1

What do the screens show for `FC(F)(F)c1cccc(NC(=S)NCc2ccccc2)c1`?
Autophagy HCS: inactive; M1AAP inhibition: 2%; Ins promoter up: -0.28; Dynein transport: -0.037; K1F lysis inhibition: 0.8%; b-catenin transl: 0.7; P. falciparum M17LAP: -3%; ER stress rescue: -0.7%; MT stabilize HCS: 2.7; Dynein transport cytoplasmic EGFP: -0.22; Dynein transport nuclear GR-EGFP: 0.4; Dynein transport cell count: 0.55; Ins promoter up cell count: 1200; b-catenin transl cell count 5 µM: 1315; MT stabilize HCS Hoechst-high %: 2.7; MT stabilize HCS cytotoxicity %: 5.1; Autophagy HCS cell loss 18 h: 7

What do the screens show for `O=C(NCC1CCCO1)C1CCN(C2CCN(Cc3cccs3)CC2)CC1` (stereo unspecified)?
M1AAP inhibition: -1%; Ins promoter up: 0.11; Dynein transport: -0.025; K1F lysis inhibition: 0.5%; b-catenin transl: 1.2; P. falciparum M17LAP: -7%; Dynein transport cytoplasmic EGFP: -0.21; Dynein transport nuclear GR-EGFP: -0.12; Dynein transport cell count: 0.19; Ins promoter up cell count: 1080; b-catenin transl cell count 5 µM: 1300

Results for C/C(=C\C(=O)c1sccc1Cl)N(C)C ?
Autophagy HCS: inactive; M1AAP inhibition: 13%; Ins promoter up: 0.67; Dynein transport: -0.35; K1F lysis inhibition: 2.3%; b-catenin transl: -0.5; P. falciparum M17LAP: 18%; ER stress rescue: -1.3%; MT stabilize HCS: 2.3; Dynein transport cytoplasmic EGFP: -0.29; Dynein transport nuclear GR-EGFP: 0.41; Dynein transport cell count: 0.78; Ins promoter up cell count: 1568; b-catenin transl cell count 5 µM: 895; MT stabilize HCS Hoechst-high %: 2.9; MT stabilize HCS cytotoxicity %: 6.6; Autophagy HCS cell loss 18 h: -6

Results for NC(=O)c1ccsc1NC(=O)Cc1ccc([N+](=O)[O-])cc1 ?
Autophagy HCS: inactive; M1AAP inhibition: 0%; Ins promoter up: -0.03; Dynein transport: -1.2; K1F lysis inhibition: 0.1%; P. falciparum M17LAP: 3%; ER stress rescue: -0.9%; MT stabilize HCS: 2.3; Dynein transport cytoplasmic EGFP: -0.3; Dynein transport nuclear GR-EGFP: -0.56; Dynein transport cell count: 0.92; Ins promoter up cell count: 1163; MT stabilize HCS Hoechst-high %: 2.5; MT stabilize HCS cytotoxicity %: 6.6; Autophagy HCS cell loss 18 h: -5

What do the screens show for `CCOc1cc(CN2CCN(CCOCCO)CC2)ccc1OC`?
Autophagy HCS: inconclusive; M1AAP inhibition: -1%; Ins promoter up: 0.43; Dynein transport: 3.7; K1F lysis inhibition: 3.2%; P. falciparum M17LAP: -13%; ER stress rescue: 1.1%; MT stabilize HCS: 3.5; Dynein transport cytoplasmic EGFP: -0.24; Dynein transport nuclear GR-EGFP: 1.8; Dynein transport cell count: -1.1; Ins promoter up cell count: 1034; MT stabilize HCS Hoechst-high %: 1.9; MT stabilize HCS cytotoxicity %: 0.1

Results for CC(=O)/C=C/c1ccc(C)o1 ?
Autophagy HCS: inactive; M1AAP inhibition: 2%; Ins promoter up: -0.24; Dynein transport: -0.68; K1F lysis inhibition: 0.4%; P. falciparum M17LAP: 13%; ER stress rescue: 0.2%; MT stabilize HCS: 3.2; Dynein transport cytoplasmic EGFP: -0.2; Dynein transport nuclear GR-EGFP: -0.27; Dynein transport cell count: -0.23; Ins promoter up cell count: 1206; MT stabilize HCS Hoechst-high %: 2.6; MT stabilize HCS cytotoxicity %: 10; Autophagy HCS cell loss 18 h: 3

How did O=C(NCc1ccco1)c1cc(-c2cccs2)on1 do in these assays?
Autophagy HCS: inactive; M1AAP inhibition: -4%; Ins promoter up: 2.6; Dynein transport: -0.77; K1F lysis inhibition: 8.8%; b-catenin transl: -3.4; P. falciparum M17LAP: -11%; ER stress rescue: -2.1%; MT stabilize HCS: 3.0; Dynein transport cytoplasmic EGFP: -0.38; Dynein transport nuclear GR-EGFP: -0.28; Dynein transport cell count: -0.1; Ins promoter up cell count: 1264; b-catenin transl cell count 5 µM: 814; MT stabilize HCS Hoechst-high %: 1.9; MT stabilize HCS cytotoxicity %: 6.9; Autophagy HCS cell loss 18 h: 1

What do the screens show for `CCN1CCN(CC(=O)Nc2sc3c(c2C#N)CCC3)CC1`?
Autophagy HCS: inactive; M1AAP inhibition: 7%; Ins promoter up: -0.32; Dynein transport: -0.88; K1F lysis inhibition: 0.4%; b-catenin transl: 0.4; P. falciparum M17LAP: -17%; ER stress rescue: -0.8%; MT stabilize HCS: 4.5; Dynein transport cytoplasmic EGFP: -0.38; Dynein transport nuclear GR-EGFP: -0.89; Dynein transport cell count: 1.4; Ins promoter up cell count: 1383; b-catenin transl cell count 5 µM: 1449; MT stabilize HCS Hoechst-high %: 2.0; MT stabilize HCS cytotoxicity %: 12; Autophagy HCS cell loss 18 h: 5

What do the screens show for `COc1ccc(/C=C/C(=O)c2ccc3c(c2)OCO3)c(OC)c1`?
Autophagy HCS: inactive; M1AAP inhibition: 4%; Ins promoter up: -0.13; Dynein transport: -0.8; K1F lysis inhibition: 0.0%; b-catenin transl: 3.7; P. falciparum M17LAP: -9%; ER stress rescue: -2.8%; MT stabilize HCS: 4.6; Dynein transport cytoplasmic EGFP: -0.23; Dynein transport nuclear GR-EGFP: -0.77; Dynein transport cell count: 0.65; Ins promoter up cell count: 1226; b-catenin transl cell count 5 µM: 514; MT stabilize HCS Hoechst-high %: 3.1; MT stabilize HCS cytotoxicity %: 3.7; Autophagy HCS cell loss 18 h: 2

What do the screens show for `CCOC(=O)N1CCN(C(=S)NC(=O)C23CC4CC(CC(C4)C2)C3)CC1`?
Autophagy HCS: inactive; M1AAP inhibition: 2%; Ins promoter up: 0.28; Dynein transport: -0.76; b-catenin transl: -1.4; P. falciparum M17LAP: -5%; ER stress rescue: 2.0%; MT stabilize HCS: 3.1; Dynein transport cytoplasmic EGFP: -0.22; Dynein transport nuclear GR-EGFP: -0.45; Dynein transport cell count: 0.63; Ins promoter up cell count: 1418; b-catenin transl cell count 5 µM: 1032; MT stabilize HCS Hoechst-high %: 2.8; MT stabilize HCS cytotoxicity %: 2.5; Autophagy HCS cell loss 18 h: 0

Results for CCCCOCCCn1cnc2c([nH]c3cc(OC)ccc32)c1=O ?
Autophagy HCS: inactive; M1AAP inhibition: 10%; Ins promoter up: 0.01; Dynein transport: -0.61; K1F lysis inhibition: -0.6%[50 µM]; b-catenin transl: -7.9; P. falciparum M17LAP: -14%; ER stress rescue: 3.1%; MT stabilize HCS: 4.1; Dynein transport cytoplasmic EGFP: -0.35; Dynein transport nuclear GR-EGFP: -0.00033; Dynein transport cell count: 0.49; Ins promoter up cell count: 1350; b-catenin transl cell count 5 µM: 1015; MT stabilize HCS Hoechst-high %: 2.3; MT stabilize HCS cytotoxicity %: 12; Autophagy HCS cell loss 18 h: 6

What do the screens show for `Cc1cccc(Nc2nnc(-c3ccc(N4CCOCC4)c([N+](=O)[O-])c3)c3ccccc23)c1`?
Autophagy HCS: inactive; M1AAP inhibition: 3%; Ins promoter up: -0.73; Dynein transport: -0.11; K1F lysis inhibition: 0.3%; b-catenin transl: -2.8; P. falciparum M17LAP: 4%; ER stress rescue: 1.4%; MT stabilize HCS: 4.0; Dynein transport cytoplasmic EGFP: -0.22; Dynein transport nuclear GR-EGFP: -0.11; Dynein transport cell count: 2.4; Ins promoter up cell count: 932; b-catenin transl cell count 5 µM: 536; MT stabilize HCS Hoechst-high %: 2.7; MT stabilize HCS cytotoxicity %: 0.5; Autophagy HCS cell loss 18 h: 29
